KCNH2 3.1 block – blocks the human KCNH2 3.1 channel isoform; U2OS KCNH2 3.1, thallium flux FluxOr; active compounds read low; activity change, % (tested at about 1.8 µM); 340,000 tested, 0.95% active; AID 720553;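 active = maximum activity change below -70%; inconclusive = maximum activity change from -70% to -50%; inactive = maximum activity change above -50%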;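 note: thallium influx rate constant from kinetic fluorescence after stimulation buffer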
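Thallium flux via FluxOr fluorescence (Red40 quencher, 45 min loading) in U2OS cells virally expressing the KCNH2 3.1 isoform (1.77 x 10^8 /mL virus, overnight at 37 C). Rate constants from 2-min kinetic reads post-stimulation, normalised to positive and negative controls.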
uPA surface inh – inhibitors of cell surface uPA generation; Potency, µM (doses to about 38.3 µM), for the others: at the highest dose activity change, negative = inhibition, actives largely listed as inhibitors; 330,000 tested, 0.31% active; cell surface uPA generation assay, qHTS; active = well fitted inhibition curve with a large enough effect; inconclusive = small, poorly fitted or top-dose-only effect; inactive = no such curve, though single readings can be large or run the other way; tested in mouse RAW 264.7 cells; note: potency is the fitted concentration of half-maximal effect; nearly all actives have a fitted effect of over 55% in size
B2AR arrestin – beta2AR (human) beta-arrestin recruitment activity; 330,000 tested, 0.02% active; P07550; AID 492947; Potency, µM (doses to about 46.1 µM), for the others: at the highest dose activation, hits mostly activators; beta-arrestin recruitment to beta2AR, cell-based reporter;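 note: potency is the fitted concentration of half-maximal effect; 0% = DMSO controls and full agonism = EC100 isoproterenol or metaproterenol; nearly all actives have a fitted effect of over 65% in size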
Target sequence (P07550 whole entry, looked up): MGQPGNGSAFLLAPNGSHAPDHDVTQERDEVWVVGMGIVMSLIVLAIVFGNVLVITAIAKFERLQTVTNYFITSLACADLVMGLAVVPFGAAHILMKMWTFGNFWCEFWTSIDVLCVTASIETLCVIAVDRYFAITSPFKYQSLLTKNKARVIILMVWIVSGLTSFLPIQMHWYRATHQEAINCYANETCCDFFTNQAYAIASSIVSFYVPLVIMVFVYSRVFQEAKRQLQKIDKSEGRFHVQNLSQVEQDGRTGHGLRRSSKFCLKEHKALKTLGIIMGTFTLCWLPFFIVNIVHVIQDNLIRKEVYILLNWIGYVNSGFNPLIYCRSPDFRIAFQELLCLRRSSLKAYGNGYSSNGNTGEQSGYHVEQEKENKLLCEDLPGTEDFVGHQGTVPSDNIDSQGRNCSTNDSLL
Coupling enz – counter-screen for Giardia aldolase inhibitors: coupling enzyme system; coupling enzyme system counterscreen, AmpLite Red fluorescence; activity change, negative = inhibition, % at 58.2 µM, hits read low; 290,000 tested, 0.67% active; in the data active = activity change below about -30%
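First, compound is pin-transferred into glyceraldehyde-3-phosphate coupling-enzyme reagent at 57.5 uM final and held 10 min at RT. Next, substrate, coupling system and AmpLite Red are added. After 20 min RT, fluorescence (525/598 nm) is read.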
Giardia kill – Giardia lamblia killing | Giardia lamblia trophozoite viability | activity change, % at 7.66 µM, hits read low | 340,000 tested, 0.15% active | AID 540267; in the data active = activity change below about -80%; inconclusive = between about -30% and that limit;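 note: parasites exposed to compound for two days anaerobically before the ATP read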
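Giardia lamblia trophozoites (100 cells/well) were incubated with compounds for 48 h at 37 deg C under anaerobic conditions. Viability was read as ATP content by one-step luminescence after 15-30 min at room temperature.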
KCNH2 WT inh – inhibitors of human wildtype KCNH2 potassium channel; 340,000 tested, 0.37% active; AID 720551; U2OS, BacMam KCNH2, thallium flux FluxOr; active compounds read low; activity change, % at 1.84 µM; Q12809;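 active = maximum activity change below -70%; inconclusive = maximum activity change between -70% and -50%; inactive = maximum activity change above -50%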
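U2OS cells were transduced with wild-type KCNH2 virus (2.03 x 10^8 / mL) for 4 h at room temperature, then cultured overnight at 37 C. Thallium flux was read with FluxOr dye. Rate constants were normalized to DMSO controls.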
Eya2 phos inh – blocks the phosphatase activity of human Eya2. O00167. recombinant Eya2, OMFP fluorescence dephosphorylation (OMFP is methylfluorescein phosphate). Potency, µM (top dose mostly 76.9 µM), without a hit: top-dose activity, negative = inhibition, usual class: inhibitors. 330,000 tested, 0.006% active; note: potency is the fitted concentration of half-maximal effect
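Eya2 protein (added as 0.2 uM solution) was preincubated with compound for 10 min at ambient temperature in 50 mM HEPES pH 7.5, 50 mM NaCl, 5 uM MgCl2, 0.05% BSA, 1 mM DTT. OMFP (added at 50 uM) then reacted 10 min; fluorescence read at 485/525 nm.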
BCR signal inh – blocks chronic active B-cell receptor signaling; 340,000 tested, 0.05% active; Potency, µM (series often up to 46.1 µM), for inactives: top-dose ratio change, negative = lower green/red ratio, most hits filed as inhibitors; AID 493014; ABC-DLBCL IkBa-CBG/CBR reporter, luminescence ratio, 4 h; active = well fitted inhibition curve with a large enough effect in the signal ratio, with a control signal flat, not every such curve was filed as active; inconclusive = small, poorly fitted or top-dose-only effect, or effect the other way, or a change in a side signal; the % refers to the signal ratio;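 note: potency is the fitted concentration of half-maximal effect; plate controls were basal doxycycline-induced cells for no effect and cells given 10 µM MG132 for full effect; MG132 reads +100%, hits lower the ratio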
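Cell line TMD8 (human ABC DLBCL), stably expressing tet-inducible CBG68-IkBa fusion and CBR; IMDM/0.5% FBS; cpd up to 46 uM; dox induction, 4 h, 37C/5% CO2; dual luminescence; green/red ratio; MG132 control.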
PKM2 act – activators of human pyruvate kinase M2 | P14618 | purified PKM2, Kinase-Glo ATP luminescence, activation; response scale: 0% is enzyme alone, no compound | Potency, µM (highest dose often 57.5 µM), inactives show at the top dose activation, hits mostly activators | 260,000 tested, 0.34% active; note: potency is the fitted concentration of half-maximal effect; nearly all actives have a fitted effect of over 55% in size
Target sequence (P14618 whole entry, looked up): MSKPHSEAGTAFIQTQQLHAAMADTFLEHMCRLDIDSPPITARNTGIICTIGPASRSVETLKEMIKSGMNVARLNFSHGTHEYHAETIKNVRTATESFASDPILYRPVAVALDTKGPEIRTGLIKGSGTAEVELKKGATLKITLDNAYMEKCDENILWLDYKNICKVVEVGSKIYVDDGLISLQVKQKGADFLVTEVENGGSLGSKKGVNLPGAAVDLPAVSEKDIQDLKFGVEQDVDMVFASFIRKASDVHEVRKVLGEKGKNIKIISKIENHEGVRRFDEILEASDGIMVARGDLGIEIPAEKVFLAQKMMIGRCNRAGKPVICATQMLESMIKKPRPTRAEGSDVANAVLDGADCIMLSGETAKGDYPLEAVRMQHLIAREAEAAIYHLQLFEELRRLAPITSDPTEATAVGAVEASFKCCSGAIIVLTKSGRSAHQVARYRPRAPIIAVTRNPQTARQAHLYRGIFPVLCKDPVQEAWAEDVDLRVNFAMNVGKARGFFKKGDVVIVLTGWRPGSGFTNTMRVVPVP
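Purified hPK-M2 (>95%) run at intermediate activity with 0.1 mM ADP and 0.5 mM PEP in 50 mM imidazole pH 7.2, KCl, MgCl2; 1 h room temperature. ATP formed read by Kinase-Glo luminescence; normalized to uninhibited and no-enzyme controls.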
GALK inhibitor – galactokinase (human) inhibition. P51570. Purified GALK, Kinase-Glo residual ATP luminescence. Potency, µM (top dose mostly 57.5 µM), inactives show at the highest dose activity change, negative = inhibition, actives largely listed as inhibitors. 270,000 tested, 0.007% active. AID 1868; note: potency is the fitted concentration of half-maximal effect
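Compounds were pin-transferred into ATP buffer (35 uM final), then GALK plus galactose (5 nM, 100 uM final) was added. After 1 h at room temperature, Kinase-Glo Plus was added and luminescence read after 10 min.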
USP2a block – USP2a (human) protease inhibition; O75604; USP2 core, Ub-CHOP2 coupled fluorogenic reporter, 485/531; Potency, µM (top dose mostly 38.3 µM), for the others: at the highest dose activity change, negative = inhibition, most hits filed as inhibitors; 330,000 tested, 0.01% active;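 note: potency is the fitted concentration of half-maximal effect; plate controls were DMSO wells for no effect and full inhibition by NEM control for full effect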
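Cell-free coupled assay: 10nM USP2 core preincubated 30min RT with compound in Tris-HCl pH 8.0/CaCl2/CHAPS buffer, then 25nM Ub-CHOP2 and 25nM reporter substrate; fluorescence (Ex 485/Em 531) read after 60min RT, normalized to NEM inhibition, concentration-response curves fitted.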
* hit, by the source's call; u = inconclusive; x = no result given; & = joins results of further samples; [ ] = another dose, or the depositor's remark. Unless noted, calls come from the whole dose curve; as a rule, active = well fitted curve in the direction sought with a large enough effect; inconclusive = small, poorly fitted or top-dose-only effect, or another doubt; inactive = no such curve, though single readings can be large; an effect the other way counts as inactive or inconclusive. Unless noted, % is set by controls: 0 for no effect and ±100 for the full control effect. This is a random part of the collection; any-hit rate near 2.4%.

Screens in order: B2AR arrestin	uPA surface inh	USP2a block	KCNH2 WT inh	Eya2 phos inh	KCNH2 3.1 block	PKM2 act	BCR signal inh	Coupling enz	GALK inhibitor	Giardia kill
> Cc1ccc(/C=C2\CCC3=C2OC(N)=C(C#N)C3c2ccc(C)cc2)cc1 (configuration not stated)
 : 0.5%	2%	13%	u	14%	-23	-2%	11%	-4	3%	6
> O=S(=O)(c1ccc(Cl)s1)N1CCN(Cc2ccccc2)CC1
 : -0.6%	-2%	3%	8	2%	23	-5%	-1%	-6	-1%	u
> CN(C(=O)c1ccccn1)c1nnc(-c2ccccn2)s1
 : 0.2%	8%	-2%	-29	8%	4	-4%	u	1	1%	-19
> CCOC(=O)c1c(C)oc2c1c(C(c1cccnc1)N1CCCCC1)c(O)c1ccccc12 (configuration not stated)
 : 0.1%	14%	1%	-16	-10%	1	-3%	u	-36*	1%	1
> COc1ccc(C2=NN(C(=O)c3ccccc3)C(c3ccc(OC)c(OC)c3)C2)cc1OC (configuration not stated)
 : -0.1%	6%	2%	3	u	8	x	u	-1	-1%	18
> CCCCCCCCC1=NCCc2c1[nH]c1ccccc21
 : -0.9%	-1%	-5%	20	-10%	-41	x	-8%	-3	-2%	-24
> CCCCCCCCN1C(=O)N(C)C(N(O)C(=O)NC)C1(C)C (configuration not stated)
 : u	-10%	2%	1	-10%	0	-8%	4%	x	-4%	-11
> Cc1ccc(C(=O)COC(=O)CNC(=O)COc2ccccc2C)cc1C
 : -0.4%	3%	-9%	0	2%	-5	-2%	-7%	x	-1%	7&-1
> Cc1c(C(=O)NC2CCCc3ccccc32)oc2ccc(S(=O)(=O)N3CCCCC3)cc12 (configuration not stated)
 : -0.9%	-3%	2%	3	-4%	11	5%	1%	1	x	2
> CC(C)(C)NC(=O)c1ccccc1NC(=O)c1ccc2c(c1)OCO2
 : -0.8%	4%	0%	2	-7%	-10	-3%	-1%	-1	-2%	u
> O=C(Cn1c(=O)oc2ccccc21)NCC1COc2ccccc2O1 (configuration not stated)
 : 0.4%	2%	0%	1	-6%	-2	-4%	-8%	1	7%	6
> COc1cc(=O)n2c(n1)SCCC2
 : -0.5%	-2%	4%	-4	3%	-1	-1%	-4%	3	x	-25
> C=CCSc1nc2c(cnn2-c2ccccc2)c(=O)n1N
 : -1.1%	0%	-1%	-1	8%	6	-5%	u	-1	-2%	-17
> CSc1nc(-c2ccccc2)nc(N2CCN(C)CC2)c1C(C)=O
 : -0.3%	-7%	0%	1	8%	-6	-3%	u	0	3%	u
> COC(=O)Cn1c2ccc(C)cc2c2nc(C)sc21
 : -0.5%	x	-5%	5	-21%	-4	-10%	-13%	-19	3%	-13
> CCOC(=O)C1CCCN(S(=O)(=O)c2ccc3c(c2)NC(=O)CO3)C1 (configuration not stated)
 : 0.4%	4%	-1%	7	2%	-4	x	-6%	x	-8%	-11
> CC(=O)C1=C(C)Nc2ncnn2C1c1ccc(O)cc1 (configuration not stated)
 : -1.1%	2%	1%	u	-11%	-5	x	5%	1	2%	u
> CC(=O)Oc1c(C)c(=O)n(C)c2ccccc12
 : -0.6%	13%	3%	-2	-2%	-3	4%	1%	1	2%	-30
> NS(=O)(=O)c1cccc(NC(=O)CCN2C(=O)C3CCCCC3C2=O)c1 (configuration not stated)
 : -0.4%	4%	5%	41	4%	4	x	5%	x	x	13
> CCN(CC)C(=O)Cn1cc(S(=O)(=O)CC(=O)NCCc2ccc(OC)c(OC)c2)c2ccccc21
 : 0.5%	2%	3%	1	11%	8	-1%	-22%	0	0%	6
> CCOc1ccc(NS(=O)(=O)c2ccc(NS(C)(=O)=O)cc2)cc1
 : -1.1%	2%	2%	0	9%	-21	-3%	0%	0	12%	-1
> CCCN1C(=O)/C(=C\C=C2\N(CC)c3ccccc3C2(C)C)SC1=S
 : -0.7%	-7%	7%	-22	-1%	-27	-8%	u	2	7%	21
> Cc1cc(C)nc(SCCCNCc2c(F)cccc2Cl)n1
 : -0.3%	2%	3%	0	-13%	3	-5%[11.5 µM]	-2%	6	8%	11
> O=C(O)CN(CCO)CCN(CC(=O)O)CC(=O)O
 : 0.0%	x	4%	x	-1%	x	1%	1%	0	x	x
> CC(C)=C1SC(N2CCN(c3cccc(C(F)(F)F)c3)CC2)=NC1=O
 : -0.5%	x	-6%	0	-9%	-14	6%	-10%	-4	3%	-24
> COc1cc(C(=O)NNC(=O)c2ccc(NC(C)=O)cc2)cc(OC)c1OC
 : 2.7%	-1%	4%	0	9%	33	-8%	-4%	0	3%	7
> Cc1cccc(-c2nnc(SCC#N)n2-c2ccccc2)c1
 : -0.9%	-2%	0%	0	5%	1	0%	0%	1	0%	2
> Cc1cccc(NC(=O)CCC(=O)c2cccs2)n1
 : 0.1%	4%	0%	2	-23%	0	x	3%	x	x	-21
> O=[N+]([O-])c1ccc2nc(C(O)C(O)c3nc4ccc([N+](=O)[O-])cc4[nH]3)[nH]c2c1 (configuration not stated)
 : -0.6%	6%	u	4	-12%	0	-1%	7%	1	-10%	-9
> O=C(Nc1nnc(C2CCCCC2)s1)c1cccs1
 : -0.5%	x	5%	1	-3%	4	-5%	-7%	0	3%	-13
> COc1ccc(CCC(=O)N(C)CC(=O)Nc2ccc(N3CCOCC3)cc2)cc1
 : 0.0%	3%	-2%	-4	-3%	u	-1%	-16%	1	5%	4
> C=C(C)CNC(=S)Nc1cccc(S(=O)(=O)NC2=NCCC2)c1
 : -0.1%	1%	0%	3	-7%	20	-2%	4%	5	8%	-1
> O=S1(=O)N=C(N/N=C/C=C/c2ccccc2)c2ccccc21
 : -0.5%	0%	0%	-5	-6%	-3	-1%	-17%	1	0%	-1
> C=CCc1c(C)nc(C)nc1N/N=C/c1ccccc1O
 : -0.1%	-7%	1%	0	9%	10	-2%	-4%	-27	0%	1
> C=CCNC(=S)NNC(=O)c1ccc(OC(C)C)cc1
 : 0.3%	-5%	3%	-1	0%	-8	-7%	7%	4	3%	4
> N#Cc1cccc(NC(=O)CN2C(=O)NC(Cc3ccccc3)C2=O)c1 (configuration not stated)
 : -0.4%	-1%	0%	-2	9%	14	-3%	10%	1	0%	-1
> COc1ccc(S(=O)(=O)ON=C2CC(C)(C)N(C(C)=O)C(C)(C)C2)cc1
 : -0.1%	-3%	-2%	-1	12%	3	2%	-2%	2	1%	-3
> CCOC(=O)[C@@H]1[C@H]2COc3ccc(Br)cc3[C@H]2N2C(=O)N(c3ccc(C(F)(F)F)cc3)C(=O)[C@]12C
 : 0.0%	u	0%	-8	-10%	-31	x	u	x	x	46[activator]
> Cc1cc(C(=O)Nc2ccc(C(=O)O)cc2)c(C)o1
 : -0.6%	6%	1%	-12	1%	11	-13%	-7%	4	2%	-10
> CC1(C)CC(=O)C(C=NCCN2CCN(C(=S)Nc3ccc(F)cc3)CC2)=C(O)C1
 : -0.3%	x	2%	-1	3%	-14	1%	-1%	3	-1%	7
> COc1cccc(/C=C/C(=O)OCC(=O)c2ccc3c(c2)NC(=O)CO3)c1OC
 : -1.0%	6%	-2%	3	-20%	-10	7%	-8%	2	1%	-27
> O=P(O)(O)c1ccccc1OCc1ccccc1
 : -0.1%	0%	0%	-2	4%	0	-1%	u	-1	-2%	-4
> CCN(CC)C(=O)c1oc2ccc(S(=O)(=O)N3CC(C)CC(C)C3)cc2c1C (configuration not stated)
 : 0.5%	2%	-1%	2	-26%	-46	3%	8%	3	-3%	11
> O=C(NC(Cc1ccccc1)C(=O)O)/C(=C\c1cccc([N+](=O)[O-])c1)NC(=O)c1ccco1 (configuration not stated)
 : 0.1%	-2%	-1%	-2	-22%	-5	0%	4%	6	-5%	11

High-throughput results: PubChem, National Center for Advancing Translational Sciences (NCATS)
